# RAD52 anneal inh – inhibitors of human RAD52 DNA annealing | AID 651710 | P43351 | recombinant RAD52 DNA annealing, FRET fluorescence | hit rate 0.46% among 360,000 | inhibition, % at 18.7 µM;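 active = every replicate showing at least 50% inhibition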
# E-selectin induc – induces E-selectin expression in human endothelial cells; P16581; HUVEC E-selectin immunofluorescence imaging; normalized: neutral wells 0, TNF-alpha wells 100; activation, % at 7.58 µM; hit rate 0.37% among 260,000; AID 686992;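 active = mean E-selectin-positive cell signal at least 10% of the positive control, reached in at least 60% of replicates, without over 20% cell loss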;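 also: in these data hits start at about 27%; measured in HUVEC primary endothelial cells; signal is the percent of cells scored E-selectin positive by PE staining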
#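 System: HUVEC / Compound: single concentration / Signal: immunofluorescence imaging / Read-out: percent E-selectin-positive cells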
# EWS-Fli inh – inhibitors of EWS/Fli oncoprotein transcriptional activity; A673 NR0B1-luciferase reporter, viability-normalised; hit rate 0.67% among 350,000; inhibition, % at 12.6 µM;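 active = mean inhibition of at least 50% after viability correction, with every replicate also passing that limit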;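 also: firefly luciferase signal divided by Alamar Blue viability fluorescence both relative to DMSO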
# RAD54 inh – blocks human RAD54 Holliday junction branch migration; hit rate 0.14% among 360,000; Q92698; AID 602329; FAM/BHQ fluorescence; inhibition, % at 10.4 µM;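 active = mean normalized replicate activity at least 40 and at least half of replicates scoring 40 or more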;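 also: 0% = median of neutral control wells and 100% = median of positive control wells; inhibitors cause a drop in the FAM fluorescence signal; in these data hits start at about 50%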
# Target sequence (Q92698 whole entry, looked up): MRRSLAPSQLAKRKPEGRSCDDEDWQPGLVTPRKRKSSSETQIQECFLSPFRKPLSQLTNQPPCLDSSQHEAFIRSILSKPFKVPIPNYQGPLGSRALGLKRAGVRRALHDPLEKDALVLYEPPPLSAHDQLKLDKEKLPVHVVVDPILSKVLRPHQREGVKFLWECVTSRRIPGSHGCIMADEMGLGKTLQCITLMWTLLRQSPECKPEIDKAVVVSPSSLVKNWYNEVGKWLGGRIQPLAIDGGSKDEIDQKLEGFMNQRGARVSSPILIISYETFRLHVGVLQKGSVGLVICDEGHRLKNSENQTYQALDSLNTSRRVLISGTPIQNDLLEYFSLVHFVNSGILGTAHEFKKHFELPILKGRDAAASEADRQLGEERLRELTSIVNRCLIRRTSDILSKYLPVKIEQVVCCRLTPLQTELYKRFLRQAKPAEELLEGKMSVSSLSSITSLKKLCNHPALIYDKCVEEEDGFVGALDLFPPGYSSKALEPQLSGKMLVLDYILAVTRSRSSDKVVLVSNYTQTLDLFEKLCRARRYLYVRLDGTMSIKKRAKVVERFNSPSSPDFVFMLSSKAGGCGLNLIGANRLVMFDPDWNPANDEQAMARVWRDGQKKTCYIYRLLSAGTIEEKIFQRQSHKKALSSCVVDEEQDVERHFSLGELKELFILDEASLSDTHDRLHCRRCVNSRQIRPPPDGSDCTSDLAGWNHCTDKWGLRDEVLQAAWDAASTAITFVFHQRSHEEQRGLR
# S100A4 inh HTS – inhibitors of human S100A4 binding to myosin IIA peptide; P26447; S100A4/TAMRA-MyoIIA peptide fluorescence polarization; inhibition, % at 10.7 µM; hit rate 0.14% among 360,000; AID 652163;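 active = mean inhibition of at least 70% across replicates, with every replicate also reaching that level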
# Target sequence (P26447 whole entry, looked up): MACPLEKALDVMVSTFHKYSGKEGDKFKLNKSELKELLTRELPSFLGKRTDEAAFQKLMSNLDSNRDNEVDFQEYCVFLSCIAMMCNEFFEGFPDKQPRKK
#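 incubation = readout 5 min after mixing, signal stable up to 60 min | system = S100A4 monomer protein | buffer or medium = HEPES pH 7.2 with CaCl2, KCl, NaCl, DTT, Triton | benchmarks = neutral control DMSO, positive control TFP | also added = fluorescent myosin IIA peptide, 5 nM | compound dosing = one concentration per compound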
# esBAF inh – inhibitors of esBAF chromatin remodeling in mouse ES cells. reporter increase, % at 12.5 µM. Bmi1-luciferase knock-in reporter, 24 h; 100% = twice the neutral-well signal. AID 602393. hit rate 2% among 350,000; in the data active = activation above about 40%;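 also: 0% = median of the plate's neutral control wells and 100% = double that signal; a rise in the Bmi1 reporter signal indicates esBAF inhibition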
# Xi reactivation – activators of X-chromosome reactivation in mouse fibroblasts | hit rate 0.055% among 360,000 | AID 743238 | activation, % at 7.58 µM | XiGFP mouse fibroblasts, % GFP-positive cells imaging, 3 d; cells co-treated with 5-aza-dC sensitizer; scaled so ellipticine positive control = 100%;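 active = mean normalized replicate activation at least 10% and every replicate at or above 10%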;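 also: 0% = median of on-plate neutral control wells and 100% = ellipticine 6 µM median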
#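 System: 68-5-11 XiGFP fibroblast line | Buffer or medium: DMEM containing 5-aza-dC | Compound: Single point | Times: Compounds 3 days, fix/stain 15 min at room temperature | Benchmarks: Positive control ellipticine, 6 µM final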
# FN deposit inh – fibronectin deposition inhibition. AH1F fibroblasts, Alexa488-fibronectin deposition fluorescence, overnight. inhibition, % at 12.6 µM. hit rate 0.086% among 350,000;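 active = mean inhibition across replicates of 30% or more, regardless of how many single replicates reach that level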;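 also: positive control wells lacked labelled fibronectin entirely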
#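 Material: AH1F fibroblast monolayer depositing Alexa488-labelled fibronectin into matrix / Amount: 10000 AH1F cells per well / Signal: fluorescence 485/525 nm / Medium: DMEM, 2% serum / Compound: single dose, pinned / Incubation: 1 h cell adhesion before compound, then overnight fibronectin incubation / Reagent: Alexa488-FN, 24 nM final / Read-out: inhibition of fibronectin deposition signal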
# * = called active by the depositor; i = inactive; . = no result given; & = joins results of further samples; ! = repeats disagree.
SMILES,RAD52 anneal inh,E-selectin induc,EWS-Fli inh,RAD54 inh,S100A4 inh HTS,esBAF inh,Xi reactivation,FN deposit inh
Cc1ccc(S(=O)(=O)NCc2ccc(C(=O)N3CCN(c4ccccn4)CC3)cc2)cc1,-12,.,.,-7,-9,.,.,7
COc1ccc(-c2cnc3c(c2)C(=O)N([C@H](C)CO)C[C@@H](C)[C@H](CN(C)C(=O)C2CCC2)O3)cc1,-8,-0.1,-8,-4,-11,-2,-0.2,.
CN(C(=O)c1cccc(NC(=O)Cc2cccc(NC(=O)C3CCCN(C(=O)C4CCCCC4)C3)c2)c1)C1CCC1 (configuration not stated),-1,3.7,-1,7,-10,9,-0.1,0
CC=Cc1ccc2n(c1=O)C[C@H]1[C@H](CO)[C@@H](C(=O)NCCN3CCCCC3)N(C(C)=O)[C@@H]21 (mixture of isomers),-3,0.0,1,.,7,.,0.0,.
COc1ccc(OC)c(NC(=O)c2cnn(-c3ccccc3)c2C)c1,-3,12,-1,-11,0,3,-0.1,-6
CC(C)CC#Cc1ccc2c(c1)O[C@@H](CN(C)Cc1ccc(C(=O)O)cc1)[C@H](C)CN([C@@H](C)CO)S2(=O)=O,11,-2.2,4,-2,0,3,-1.0,-8
CN(C)C(=O)c1cccc(-c2cnc3cccnn23)c1,-11,0.2,-13,5,18,-7,0.6,11
C/C(=N\NC(=O)c1ccc2c(c1)OCO2)c1ccc2c(c1)OCO2,-17,.,-63,2,-1,52*,-0.2,.
O=C(O)c1c2c(nc3ccc(S(=O)(=O)N4CCC(C(=O)NCc5ccc(Cl)cc5)CC4)cc13)CCCC2,-38,.,3,-21,-3,1,0.0,-4
CCn1c(CSc2nccn2C)nc2cc(C(=O)O)ccc21,-56,.,.,-28,20,-3,.,.
O=C(NCc1ccccc1)c1cnc(Cl)c(Cl)c1,6,.,-11,-3,0,6,0.0,-11
N#Cc1ccc(-c2ccc(C3[C@@H]4CN(C(=O)Nc5ccc(C(F)(F)F)cc5)C[C@H]3N4)cc2)cc1 (some centres not stated),80*!,-0.2&0.2,12&5,.,13&35,.,0.0&0.0,17&4
Cc1cccc(NC(=O)CNC(=O)CN2C(=O)NC3(CCc4ccccc43)C2=O)c1C (configuration not stated),-4,7.4,-4,-18,-3,3,0.1,-6
COC(C[C@H](O)[C@@H](C)[C@H](O)COCc1ccccc1)OC,-9,-0.1,6,-22,-7,2,-0.2,3
CCc1ccc(N(CC(=O)NCC2CCCO2)C(=O)CCC(=O)Nc2nccs2)cc1 (configuration not stated),-31,0.0,-4,-7,3,-1,0.0,4

# Taken from above.
# RAD54 inh, COc1ccc(OC)c(NC(=O)c2cnn(-c3ccccc3)c2C)c1 stands at -11
# S100A4 inh HTS, C/C(=N\NC(=O)c1ccc2c(c1)OCO2)c1ccc2c(c1)OCO2 stands at -1
# esBAF inh, O=C(NCc1ccccc1)c1cnc(Cl)c(Cl)c1 stands at 6
# Xi reactivation, COc1ccc(-c2cnc3c(c2)C(=O)N([C@H](C)CO)C[C@@H](C)[C@H](CN(C)C(=O)C2CCC2)O3)cc1 stands at -0.2

# Remaining list, next part.
SMILES,RAD52 anneal inh,E-selectin induc,EWS-Fli inh,RAD54 inh,S100A4 inh HTS,esBAF inh,Xi reactivation,FN deposit inh
CCC(=O)Oc1ccc(C2NC(=O)c3ccccc3O2)cc1OC (configuration not stated),-10,0.0,19,-8,3,-5,0.2,-3
COc1ccc2c(c1)C(CC(C)=O)N(c1ccc(-c3cccs3)cc1)C(c1ccsc1)=C2 (configuration not stated),-9,-0.1,18,.,-3,.,0.1,-15
CC(NC(=O)c1c(N)[nH]c(C(=O)c2ccccc2)c1-c1ccccc1Br)c1cccc2ccccc12 (configuration not stated),-15,1.1,-9,.,-6,.,-0.1,0
CO[C@H]1CN(C)C(=O)c2ccc(NC(=O)C3CCCCC3)cc2OC[C@@H](C)NC[C@@H]1C,8,-0.3,-3,4,-18,1,-0.2,1
CC(C)c1ccc(OCC(=O)N2CCc3ccccc3C2)cc1,-10,.,-1,-13,2,-3,-0.1,-4
O=C1c2ccccc2C(=O)N1CCSc1nc2ccccc2c(=O)n1CCCN1CCOCC1,1,.,4,.,1,.,0.1,-19
Cn1c(=O)c2c(-c3ccccc3)n(-c3cccc(O)c3)cc2n(C)c1=O,-34,-1.3,-8,-6,1,6,-0.1,-7
CCOc1ccc(/C=N/O)cc1,.,0.0,-7,2,.,8,0.3,4
CCOC(=O)C1(C)CCCN1C(=O)c1sccc1C (configuration not stated),-40,-0.4,-5,7,1,2,-0.1,.
O=C(C[C@@H]1CC[C@@H]2[C@H](COC[C@H](O)CN2Cc2ccccc2)O1)NCc1ccccc1Cl,-3,0.2,-26,0,0,12,0.0,5
COc1ccc(-c2nnc(-c3ccc(C)cc3)o2)cc1,-9,.,-111,-15,1,24,0.4,-2
O=C(N/N=C/c1ccncc1)c1cnccn1,-1,2.3,-6,.,-1,.,0.0,1
CN1C(=O)c2cc(NC(=O)C3CC3)ccc2OC[C@H]2O[C@H](CC(=O)NCc3ccccc3F)CC[C@H]21,7,0.1,-3,0,4,2,0.0,-5
C/C(=N\NC(N)=O)C1CC(CC(C)C)C(=O)O1 (configuration not stated),-12,-2.6,-10,0,-5,0,0.0,3
COCC(=O)N1[C@H](CO)[C@@H](c2ccccc2)C12CN(C(=O)c1ccc(F)cc1)C2,-5,0.2,3,.,0,.,0.3,.
COc1ccc(Nc2nc(-c3c[nH]c4ccccc34)cs2)cc1,7,18,-12,.,-1,.,0.1,1
Cc1ccc(N2CC(C(=O)NCCN3CCOCC3)CC2=O)cc1 (configuration not stated),-5,.,-12,-2,-16,1,-0.1,4
O=C(Cn1cc(C(F)(F)F)cc(Cl)c1=O)NCc1ccc(F)cc1,-26,0.1,-36,3,-1,58*,0.1,3
CCN1CCN(C(c2cccs2)C(C)NC(=O)C(=O)N2CCCCC2)CC1 (configuration not stated),-7,.,-3,4,0,-3,0.0,10
CCN1CCN(CCCNC(=O)c2cc3c(=O)oc4ccc(C)cc4c3s2)CC1,21,.,.,53*,16,-6,0.0,9
CC1CCCN(CC(=O)N2c3ccccc3Sc3ccccc32)C1 (configuration not stated),-8,3.3,14,.,0,.,0.0,-3
Cc1nnc(SCC(=O)O)s1,-13,-0.1,-4,.,5,.,0.0,1
CCC(C)Sc1ccc([C@@H]2[C@H]3C(=O)N(CC)C(=O)[C@H]3[C@]3(C(=O)OC)CCCCN23)cc1 (some centres not stated),i,0.1,6,-29,-26,-8,0.0,2
COC(=O)C[C@@H]1C=C[C@@H](NC(C)=O)[C@@H](CO)O1,-5,0.1,6,.,5,.,-0.2,4
C[C@@H]1CN([C@@H](C)CO)C(=O)c2cccc(NS(C)(=O)=O)c2O[C@@H]1CN(C)Cc1ccc(C(F)(F)F)cc1,.,1.1,5,.,.,-5,0.0,.
C#CCN(C[C@@H](CC(C)C)NC(=O)OC(C)(C)C)S(=O)(=O)c1ccc(Br)cc1F,-12,5.0,9,3,0,1,-0.1,6
CN(C)CC/C=C1\c2ccccc2COc2ccccc21,-6,1.1,-3,7,-3,-5,0.0,1
O=C(NN=C1CCCCCCC1)c1ccc(F)cc1,-3,.,-2,.,-5,.,0.1,-1
Cc1ccc(-c2cccc(C3CC=CC4C3C(=O)N(Cc3ccccc3)C4c3cc(C)ccc3F)c2)cc1 (configuration not stated),-20,-0.2,16,-5,-5,6,-0.7,.
COc1ccc(C(=O)CC(=O)C(=O)Nc2cccc(F)c2)cc1,-19,-0.3,11,-5,7,10,0.0,-1

# Entries of single compounds, looked up by structure. Order of values: RAD52 anneal inh	E-selectin induc	EWS-Fli inh	RAD54 inh	S100A4 inh HTS	esBAF inh	Xi reactivation	FN deposit inh
# COC(=O)C[C@@H]1C=C[C@@H](NC(C)=O)[C@@H](CO)O1 in the list: -5	0.1	6	.	5	.	-0.2	4
# CCN1CCN(C(c2cccs2)C(C)NC(=O)C(=O)N2CCCCC2)CC1 (configuration not stated) in the list: -7	.	-3	4	0	-3	0.0	10

# Next part:
SMILES,RAD52 anneal inh,E-selectin induc,EWS-Fli inh,RAD54 inh,S100A4 inh HTS,esBAF inh,Xi reactivation,FN deposit inh
Cc1ccc(S(=O)(=O)N(C)C[C@H]2OCCCC[C@@H](C)Oc3ccc(NC(=O)NC4CCCCC4)cc3C(=O)N([C@@H](C)CO)C[C@@H]2C)cc1,-3,-0.2,7,-9,7,-7,0.3,-5
OCCNc1ncnc2c1ncn2[C@H]1CN(Cc2ccco2)C[C@@H](CO)O1,-80,-0.1,-1,-2,-1,-9,0.0,7
O=C(CCC(=O)NNC(=O)COc1ccccc1)NCc1ccccc1,2,.,5,0,4,7,.,.
Cc1noc(C)c1S(=O)(=O)N(C)C[C@H]1OCCCC[C@H](C)Oc2ccc(NC(=O)Nc3ccccc3)cc2C(=O)N([C@H](C)CO)C[C@H]1C,8,0.2,-3,-5,7,-2,0.3,1
O=C(CN(Cc1ccccc1F)C(=O)c1csnn1)NC1CCCCC1,-9,.,-10,0,-2,2,-0.1,7
C[C@@H]1CN([C@H](C)CO)C(=O)c2cc(NC(=O)CCCN(C)C)ccc2O[C@H]1CN(C)Cc1ccc(Cl)c(Cl)c1,40,-0.1,5,6,-2,-5,0.1,4
COc1ccccc1NC(=O)c1oc2ccccc2c1NC(=O)C1CC1,-16,.,-24,5,-18,-4,0.0,3
CCOc1ccccc1NC(=O)c1ccc2c(c1)C(=O)N(C(C)(C)C)C2=O,2,.,-27,-3,-1,-2,-0.1,0
CS(=O)(=O)N1CCCCN2[C@H](CO)[C@H](c3ccc(-c4cccc(C#N)c4)cc3)[C@H]2C1,.,0.3,-7,-3,.,-1,0.5,.
CN(C(=O)COc1ccccc1)c1nnc(C23CC4CC(CC(C4)C2)C3)s1,4,0.6,6,-3,-1,4,0.1,-11
CN(CC(=O)Nc1ccc(N2CCOCC2)cc1)C(=O)Cc1ccccc1,-8,.,-4,9,-14,6,0.6,-1

# Of the compounds above, these have an NH in an aromatic ring.
SMILES,RAD52 anneal inh,E-selectin induc,EWS-Fli inh,RAD54 inh,S100A4 inh HTS,esBAF inh,Xi reactivation,FN deposit inh
CC(NC(=O)c1c(N)[nH]c(C(=O)c2ccccc2)c1-c1ccccc1Br)c1cccc2ccccc12 (configuration not stated),-15,1.1,-9,.,-6,.,-0.1,0
COc1ccc(Nc2nc(-c3c[nH]c4ccccc34)cs2)cc1,7,18,-12,.,-1,.,0.1,1
